CYP2C9 act – human CYP2C9 activators, primary screen, biochemical, luminescence; 96,000 tested, 1.4% active; recombinant CYP2C9, luciferin-H conversion; stronger effect = higher value; factor 1 = untreated enzyme, 0 = blocked; activation factor at 5 µM; Cytochrome P450 2C9 (Homo sapiens), P11712;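 active means activation factor of 2 or more for CYP2C9 at a 5 µM dose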;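 further: 0 = sulfaphenazole-blocked wells and 1 = vehicle-only wells; values of inactives mirror those of a sister screen read the other way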
Target sequence (P11712 whole entry, looked up): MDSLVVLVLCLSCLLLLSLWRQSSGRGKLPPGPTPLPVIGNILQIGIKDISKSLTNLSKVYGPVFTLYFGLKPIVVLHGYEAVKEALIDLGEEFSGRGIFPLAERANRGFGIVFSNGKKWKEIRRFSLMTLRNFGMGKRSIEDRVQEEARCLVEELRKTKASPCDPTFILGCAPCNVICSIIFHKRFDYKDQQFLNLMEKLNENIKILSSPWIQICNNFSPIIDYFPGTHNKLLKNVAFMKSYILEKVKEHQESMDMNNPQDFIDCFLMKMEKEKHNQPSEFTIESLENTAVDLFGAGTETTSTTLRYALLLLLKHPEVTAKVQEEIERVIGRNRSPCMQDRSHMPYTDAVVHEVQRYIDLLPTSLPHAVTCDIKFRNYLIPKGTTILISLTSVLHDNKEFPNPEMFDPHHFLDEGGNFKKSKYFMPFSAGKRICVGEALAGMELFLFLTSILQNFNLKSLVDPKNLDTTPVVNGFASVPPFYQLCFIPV
Mac1 fbg enh – enhancers of CD11b/CD18 adhesion to fibrinogen, primary screen, K562 cells, luminescence; ATPlite luminescence; activation, % at 10 µM; 93,000 tested, 0.07% active; AID 1499, 2009;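 active means 10 µM primary screen giving 50% or more activity, confirmed by 40% or more on retest at that dose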; further: strong numbers were not always called active; reference of the scale not given here
CD11b adhes inh – inhibitors of CD11b/CD18 adhesion to fibrinogen, primary screen, K562 cells, luminescence. inhibition, % at 10 µM. Integrin beta-2 (Homo sapiens) + Integrin alpha-M (Homo sapiens), P05107+P11215. ATPlite luminescence; Mn2+ added to activate the integrin. 93,000 tested, 0.54% active;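 active means primary inhibition of 50% or more at 10 µM, then 40% or more on retest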; further: some results filed as inactive read as strong as hits
PLAP activator – PLAP enzyme activators, biochemical, luminescence, HTS | purified PLAP enzyme, luminescent substrate read-out; stronger effect = higher value | 96,000 tested, 1.2% active | activation fold at 20 µM; in the data active means activation fold above about 2
CYP2C19 act – human CYP2C19 activators, primary screen, biochemical, luminescence. activation factor at 5 µM. Cytochrome P450 2C19 (Homo sapiens), P33261. recombinant CYP2C19, luciferin-H EGE luminescence; stronger effect = higher value; 0 = fully inhibited enzyme, 1 = untreated enzyme. 96,000 tested, under 10 active;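 active means activation factor of at least 2 at 5 µM in the primary screen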;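 further: 0 = wells with 2.5 mM tranylcypromine and 1 = vehicle-only wells; values of inactives mirror those of a sister screen read the other way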
Target sequence (P33261 whole entry, looked up): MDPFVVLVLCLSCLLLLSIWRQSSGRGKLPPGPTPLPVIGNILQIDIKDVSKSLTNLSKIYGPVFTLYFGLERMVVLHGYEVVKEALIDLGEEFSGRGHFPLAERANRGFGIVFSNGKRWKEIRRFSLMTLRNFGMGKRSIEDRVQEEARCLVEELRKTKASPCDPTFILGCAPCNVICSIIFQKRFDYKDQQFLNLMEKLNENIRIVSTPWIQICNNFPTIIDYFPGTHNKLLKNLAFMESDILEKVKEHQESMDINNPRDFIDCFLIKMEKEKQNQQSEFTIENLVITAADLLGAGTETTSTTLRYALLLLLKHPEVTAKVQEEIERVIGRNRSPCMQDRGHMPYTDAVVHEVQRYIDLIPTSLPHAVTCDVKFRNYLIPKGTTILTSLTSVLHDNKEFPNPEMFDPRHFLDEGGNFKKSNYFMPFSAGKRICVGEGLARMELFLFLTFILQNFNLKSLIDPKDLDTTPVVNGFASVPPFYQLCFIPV
CYP2C19 inhib – blockers of cytochrome P450 2C19 activity – biochemical, luminescence, ADME assay, primary screen | P33261 | CYP2C19 Supersomes, luciferin-H EGE luminescence, 30 min | inhibition, % at 5 µM | 96,000 tested, 21% active | AID 778, 2007;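 active means CYP2C19 inhibition above a set limit at 5 µM in the primary screen, cut at about 50% in these data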;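 further: plate controls were negative control wells for no effect and 2.5 mM tranylcypromine positive control for full effect; values of inactives mirror those of a sister screen read the other way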
MT1-MMP txn act – MT1-MMP promoter reporter activation – cell-based, luciferase luminescence, primary screen. HT1080 MT1-MMP promoter luciferase reporter, overnight; stronger effect = higher value. activation factor at 10 µM. 86,000 tested, 0.16% active. AID 750, 2007;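 active means activation factor of at least 2 for MT1-MMP transcription at 10 µM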
Pyk2 oligo antag – antagonists of Pyk2 self-association, primary screen, Q293 cells, FERM NanoBiT luminescence, HTS. Protein-tyrosine kinase 2-beta (Homo sapiens), Q14289. stronger effect = lower value. z-score (the deposit names both 25 µM and 10 µM). 99,000 tested, 0.83% active;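 active means Z-score of -3 or lower, scaled per plate to the spread of control and sample wells; inactive means z-score above -3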;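 further: negative z-score means lost luminescence so less FERM oligomerization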
CYP2C9 inh – blockers of cytochrome P450 2C9 activity – biochemical, luminescence, ADME assay, primary screen; P11712; CYP2C9 Supersomes, luciferin-H conversion; inhibition, % at 5 µM; 96,000 tested, 20% active; AID 777, 2007;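 active means blocking of liver enzyme CYP2C9 beyond about 50% at 5 µM, limit read from the data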; further: values of inactives mirror those of a sister screen read the other way
Numbers without * were called inactive; nt = not tested or not shown.

item	SMILES	CYP2C9 act	Mac1 fbg enh	CD11b adhes inh	PLAP activator	CYP2C19 act	CYP2C19 inhib	MT1-MMP txn act	Pyk2 oligo antag	CYP2C9 inh
1	CCOC(=O)C(C)Sc1ccc2nnc(-c3ccc(F)cc3)n2n1 (centres undefined)	0.7	-5	-5	1.2	1	1	1	-1.1	32
2	CCOC(=O)N1CCN(c2c(NCCc3ccc(OCC)c(OCC)c3)c(=O)c2=O)CC1	0.9	0	1	1.1	1	4	1.3	1.9	8
3	O=C1CCSc2ccc(Cl)cc2N1Cc1ccccc1	0.8	-2	32	0.9	0.3	66*	nt	-1.4	23
4	CCc1ccc(C2NC(=S)NC3=C2C(=O)N(c2ccccc2OC)C(c2ccc(CC)cc2)N3)cc1 (centres undefined)	0.9	-1	17	1.9	1	4	nt	0.81	6
5	CC(C)C(=O)NC(c1ccc([N+](=O)[O-])cc1)c1c(O)ccc2ccccc12 (centres undefined)	0.9	nt	nt	1.2	1	4	nt	-2.8	9
6	Cc1ccc(-c2cc(C(=O)N3CCCC3)no2)cc1	1.8	-2	18	1.1	0.9	8	0.1	1.6	-81
7	O=C(CSc1nnnn1C1CCCCC1)Nc1ccc2c(c1)OCO2	0.5	8	1	1.2	0.8	25	1.2	0.45	53*
8	Cc1ccc(SCc2[nH]nc3c2C2(C(=O)Nc4ccc(F)cc42)C(C#N)=C(N)O3)cc1 (centres undefined)	0.7	-1	-9	2*	0.8	19	1.1	-0.66	34
9	CCOc1nc(NCCc2ccc(OC)c(OC)c2)nc(N2CCN(c3ccc(OC)cc3)CC2)n1	0.7	-1	3	0.8	0.5	46	1.2	0.06	31
10	CC1Cc2ccccc2N1S(=O)(=O)c1cccc(C(=O)NCCCO)c1 (centres undefined)	0.6	0	-2	1.7	0.5	52*	1.1	0.9	36
11	COCCCNC(=O)C1CC(=O)N(CCc2ccc(OC)c(OC)c2)C1 (centres undefined)	1.1	nt	nt	0.9	1	2	1	0.5	-11
12	COc1ccccc1-c1nc(C#N)c(N2CCC(C(N)=O)CC2)o1	1.1	-1	0	1.1	1.1	-10	1	0.04	-10
13	CN(C)c1ccc(CN(C(=O)c2ccco2)C2CCS(=O)(=O)C2)cc1 (centres undefined)	0.9	2	-11	1.1	0.8	24	1.1	1.4	5
14	O=C(/C=C/c1cccs1)Nc1nc(-c2ccccc2)cs1	0.2	-6	41	0.8	0.3	70*	nt	-1.2	85*
15	CCCCNC(=O)c1onc(CSc2cccc(F)c2)c1C(=O)O	0.3	nt	nt	1	0.9	9	nt	nt	66*
16	COC(=O)CSc1nnc(-c2ccco2)n1-c1ccc(C)cc1	0.9	0	-3	1.2	0.6	43	1.1	0.61	11
17	CCCc1[nH]nc2c1C(C1CCCCC1)C(C#N)=C(N)O2 (centres undefined)	0.8	1	-39	1.1	0.6	40	0.9	nt	22
18	NC(=O)c1cc(Cc2ccccc2)sc1NC(=O)c1ccco1	0.4	nt	nt	0.9	0.8	17	1.5	-3.1*	56*
19	CCOC(=O)c1[nH]c(C)c(C(=O)NCCCN2CCOCC2)c1C	1.1	-4	5	0.9	1.1	-8	1	-0.68	-14
20	COc1ccc2nc(NC(=O)CSc3ccccc3)sc2c1	0.4	-6	-20	1.4	0.7	31	1.1	-1.1	63*

From no. 1 to 3, as listed above:
item	SMILES	CYP2C9 act	Mac1 fbg enh	CD11b adhes inh	PLAP activator	CYP2C19 act	CYP2C19 inhib	MT1-MMP txn act	Pyk2 oligo antag	CYP2C9 inh
1	CCOC(=O)C(C)Sc1ccc2nnc(-c3ccc(F)cc3)n2n1 (centres undefined)	0.7	-5	-5	1.2	1	1	1	-1.1	32
2	CCOC(=O)N1CCN(c2c(NCCc3ccc(OCC)c(OCC)c3)c(=O)c2=O)CC1	0.9	0	1	1.1	1	4	1.3	1.9	8
3	O=C1CCSc2ccc(Cl)cc2N1Cc1ccccc1	0.8	-2	32	0.9	0.3	66*	nt	-1.4	23

Next compounds
item	SMILES	CYP2C9 act	Mac1 fbg enh	CD11b adhes inh	PLAP activator	CYP2C19 act	CYP2C19 inhib	MT1-MMP txn act	Pyk2 oligo antag	CYP2C9 inh
21	COc1ccc(C2C(C(N)=O)=C(C)Nc3nc(-c4ccccc4OC)nn32)cc1OC (centres undefined)	1	-4	-8	1.1	1	0	1.2	-0.66	3
22	CCOC(=O)CC1C(=O)NCCN1C(=O)c1c(F)cccc1F (centres undefined)	0.9	6	-42	1.1	1	1	1	1	12
23	Cc1ccccc1NS(=O)(=O)c1cc(C(=O)NCc2ccco2)ccc1C	0.3	1	-25	1.2	0.6	37	1.1	-0.57	69*
24	O=S(=O)(c1ccccc1)n1ccc(-c2cnc(-c3ccccc3)s2)n1	0.2	nt	nt	0.8	0.9	12	nt	-1.8	78*
25	Cc1ccc(NS(=O)(=O)c2ccc(NC(=O)CSc3ccc(Cl)cc3)cc2)c(C)c1	1	nt	nt	1	1.1	-7	nt	-0.55	0
26	CCCN(CCC)c1nc(C)cc(C(C#N)c2nc3ccccc3o2)n1 (centres undefined)	0.6	4	-4	1.2	1.2	-16	1.2	nt	44
27	CCN(CC)CCN1C(=O)C(=O)/C(=C(/O)c2c(C)[nH]c(C(=O)OC)c2C)C1c1cccc(OC)c1 (centres undefined)	1	-4	4	1.1	1	4	1	-0.11	-2
28	CN(c1nc(-c2ccccc2)cs1)C1CCS(=O)(=O)C1 (centres undefined)	0.8	4	-10	0.9	0.4	58*	1.3	0.07	18
29	COc1ccc(Br)cc1CNC(=O)CCc1nc(-c2ccc(C)cc2)no1	0.9	nt	nt	0.7	0.9	5	1.3	0.09	10
30	COCCN1Cc2cccc(C(=O)Nc3cccnc3)c2C1=O	0.8	2	-14	0.9	0.9	12	1	0.21	23
31	CS(=O)(=O)N(Cc1ccco1)Cc1ccccc1Cl	0.7	4	-2	1.1	0.6	39	1.1	-1	28
32	c1ccc(CSc2ncnc3c2sc2nc(N4CCOCC4)c4c(c23)CCCC4)cc1	0.9	nt	nt	0.9	1	4	nt	-0.38	10
33	COc1ccc(CN(Cc2ccccn2)C(=O)CN2C(=O)COc3ccccc32)cc1	0.6	-3	2	0.9	0.5	47	1.2	-0.47	42
34	O=C1c2ccccc2C(=O)N1c1ccc(-c2nc3ccccc3o2)cc1	1.1	-1	-5	0.9	1.1	-12	1.5	nt	-6
35	CCOC(=O)c1oc2ccc(OC)cc2c1NC(=O)CN1CCN(C)CC1	0.7	-2	2	1.8	0.7	31	1.2	0.04	25
36	CC1(C)NC(=O)N(CC(O)COc2ccccc2-c2ccccc2)C1=O (centres undefined)	0.1	-1	-7	1.6	0	99*	1.2	0.83	87*
37	O=C(c1cc(-c2ccc3c(c2)OCO3)on1)N1CCOCC1	1	4	-51	0.9	0.9	13	0.9	1.2	1
38	Cc1c(NC(=O)c2cc(-c3ccc(Cl)s3)nc3ccccc23)c(=O)n(-c2ccccc2)n1C	0.7	5	8	1.1	0.8	18	nt	-0.65	29
39	Cc1nn(C)c(Oc2ccccc2)c1[N+](=O)[O-]	0.7	4	-12	1	0.4	64*	nt	0.61	29
40	CC(C)CCNC(=O)NC(=O)Cn1cc(C(F)(F)F)ccc1=O	0.7	3	-19	0.9	0.6	38	1.1	nt	35

item	SMILES	CYP2C9 act	Mac1 fbg enh	CD11b adhes inh	PLAP activator	CYP2C19 act	CYP2C19 inhib	MT1-MMP txn act	Pyk2 oligo antag	CYP2C9 inh
41	Cc1ccc(-n2c(SCc3cc(=O)n4ccsc4n3)nnc2-c2cccnc2)c(C)c1	0.7	4	-9	1.5	0.9	12	0.8	-0.81	35
42	O=C(Nc1cccc(S(=O)(=O)c2cccc(NC(=O)C3CC3)c2)c1)C1CC1	0.4	-3	6	1.3	0	99*	1	-1.7	60*
43	CCOC(=O)c1sc(-c2ccc(OC)cc2)cc1N	0.3	14	28	0.9	0.3	65*	1.5	0.94	68*
44	COC(=O)C(CCSC)NC(=O)CNC(=O)C1CCCCC1 (centres undefined)	1.1	7	-3	1	1	-3	1.2	-0.22	-8
45	O=C(Nc1ccc2oc(-c3cccnc3)nc2c1)c1ccco1	0.7	nt	nt	1.1	1	4	1.3	0.06	26
46	CSCCC(NC(=O)CCN1C(=O)c2ccccc2C1=O)C(=O)O (centres undefined)	1.1	0	-19	1	1	4	1	-0.07	-6
47	C#CCSc1nsc(SCC#C)c1C#N	0.8	-2	8	1	0.8	17	nt	-0.6	16
48	CC(=O)N1CCN(S(=O)(=O)c2ccc(C)cc2)C1C(C)C (centres undefined)	1	-2	3	1	0.3	69*	1	0.28	1
49	O=C(Cn1c(=O)oc2ccccc21)N1CCCCC1	1	0	-16	1	0.8	16	1	-0.17	4
50	O=C(O)CCNS(=O)(=O)c1ccc2ccccc2c1	1.3	-1	8	1	1	-5	1.2	0.93	-34
51	CN(C)c1oc(-c2ccco2)nc1C#N	1	-2	-18	0.8	1	-1	1	0.42	0
52	CC1CCN(c2nc3ccccc3nc2N2CCC(C)CC2)CC1	1.2	-6	-4	1	1.3	-29	1.1	nt	-22
53	Cc1ccc(C2(C)NC(=O)N(CC(=O)Nc3cc(C)on3)C2=O)cc1 (centres undefined)	0.9	nt	nt	1.1	1	4	1	2.2	8
54	CCC(c1nnc(SCCNCCO)n1CCN1CCOCC1)N(C)C (centres undefined)	1	-3	-3	1	1	1	1.3	nt	3
55	CCc1ccc(N(C(C)=O)C2C=CS(=O)(=O)C2)cc1 (centres undefined)	0.9	0	-4	1	0.7	27	1.2	0.97	12
56	CCc1nnc(NC(=O)CSc2ccc(-c3nc4ccccc4[nH]3)cn2)s1	0.5	4	-2	1.1	0.8	23	nt	-0.82	51*
57	COc1ccc(-c2nnn(CC(=O)Nc3sc4c(c3C#N)CCCC4)n2)cc1	0.5	53	-19	1.1	0.8	18	1.2	1.6	54*

Taken from above.
CYP2C19 inhib with no. 51 : -1
CYP2C19 act with no. 55 : 0.7
Mac1 fbg enh with no. 57 : 53
Mac1 fbg enh with no. 48 : -2

Assay outcomes: PubChem, Sanford-Burnham Center for Chemical Genomics

Rows are unselected (roughly 31% active in at least one column).
